D3 antag – qHTS of D3 Dopamine Receptor Antagonist: qHTS; 360,000 compounds, 2.5% hits; max response, negative = inhibition, %; AID 652054, 2013; D(3) dopamine receptor (Homo sapiens), P35462; D3R cells, DiscoveRx beta-arrestin luminescence, antagonist mode; active compounds read low; in the data active = max response below about -50%; inconclusive = no clear call, values can overlap the other calls; note: % is set by controls: 0 for no effect and ±100 for the full control effect; mostly tested at two doses, the higher about 12 µM
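Cells plated overnight at 1500 cells/well, then exposed to library compounds with dopamine controls for 90 minutes at 37 degrees C. DiscoveRx reagent added for 30–60 minutes at room temperature; luminescence read, quantitative HTS format.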
HEK293 tox – qHTS of GLP-1 Receptor Inverse Agonists: Cytotox Screen | AID 624418, 2012 | Potency, µM (titrated, usually from 38.3 µM), inactives show at the highest dose activity change, negative = inhibition, hits mostly inhibitors | HEK293 cAMP-luciferase reporter cells, luminescence, 24 h | 410,000 compounds, 0.13% hits;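 note: loss of luciferase light is scored as toxicity; potency is the fitted concentration of half-maximal effect; % is set by controls: 0 for no effect and ±100 for the full control effect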
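To flag toxic compounds, the library was rerun on cells for 24 hr at 37 deg C and 5% CO2. Viability-linked luminescence was captured 12 min after adding luciferase detection reagent.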
D3 ag – qHTS of D3 Dopamine Receptor Agonist: qHTS. AID 652048, 2013. max activation, %. 410,000 compounds, 0.58% hits. D3R DiscoveRx beta-arrestin cells, luminescence, 90 min. D(3) dopamine receptor (Homo sapiens), P35462; in the data active = max activation above about 30%; note: 0% is about no effect; mostly tested at two doses, the higher about 12 µM
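Agonist-mode cell screen: cells plated at 1500/well and incubated overnight at 37 °C, then exposed to library compounds for 90 min at 37 °C. Detection reagent was added for 30–60 min at room temperature, and luminescence was read.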
GLP-1R agonist – qHTS of GLP-1 Receptor Agonists; Glucagon-like peptide 1 receptor (Homo sapiens), P43220; HEK293 GLP-1R CRE-luciferase, luminescence, 4-6 h; cells express a hypersensitive GLP-1R form; Potency, µM (series often up to 45.6 µM), for inactives: at the top dose activation, usual class: activators; 380,000 compounds, 0.007% hits; note: potency is the fitted concentration of half-maximal effect; % of control where 0% means no effect
Target sequence (P43220 whole entry, looked up): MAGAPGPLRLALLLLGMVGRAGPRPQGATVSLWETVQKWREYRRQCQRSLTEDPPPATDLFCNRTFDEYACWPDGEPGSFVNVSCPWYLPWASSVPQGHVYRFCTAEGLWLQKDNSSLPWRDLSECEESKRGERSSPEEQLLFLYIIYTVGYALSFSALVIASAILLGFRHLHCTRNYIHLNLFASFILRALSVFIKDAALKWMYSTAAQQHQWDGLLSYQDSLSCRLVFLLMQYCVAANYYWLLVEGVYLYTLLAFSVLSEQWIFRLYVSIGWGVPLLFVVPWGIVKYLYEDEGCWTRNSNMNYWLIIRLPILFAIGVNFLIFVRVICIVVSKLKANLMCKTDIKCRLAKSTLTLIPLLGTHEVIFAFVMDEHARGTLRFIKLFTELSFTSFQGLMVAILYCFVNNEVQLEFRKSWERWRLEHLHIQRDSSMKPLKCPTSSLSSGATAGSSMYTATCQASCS
KB-V1 MDR tox – qHTS assay for MDR1-selective chemotherapeutics: Primary screen using the drug-selected MDR subline cells KB-V1; KB-V1 MDR cells viability, CellTiter-Glo, 72 h; Potency, µM (doses to about 46.1 µM), without a hit: at the highest dose activity change, negative = cytotoxicity, most hits filed as cytotoxic; 400,000 compounds, 3.4% hits; AID 1347076, 2019; note: potency is the fitted concentration of half-maximal effect; % is set by controls: 0 for no effect and ±100 for the full control effect; nearly all actives have a fitted effect of over 60% in size
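KB-V1, DMEM (no phenol red) + 10% FBS; cpd pin-transferred, titration series; 72 h, 37 degrees C; CellTiter-Glo, luminescence. Data normalized, curve-fit.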
GLP-1R inv ag – qHTS of GLP-1 Receptor Inverse Agonists (Inhibition Mode); Glucagon-like peptide 1 receptor (Homo sapiens), P43220; HEK293 GLP-1R CRE-luciferase, luminescence, 24 h; GLP-1R form is constitutively active; Potency, µM (top dose mostly 38.3 µM), for the others: top-dose activity change, negative = inhibition, usual class: inhibitors; 410,000 compounds, 1.6% hits; AID 624417, 2012; note: potency is the fitted concentration of half-maximal effect; % is set by controls: 0 for no effect and ±100 for the full control effect; nearly all actives have a fitted effect of over 55% in size
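qHTS in 1536-well format: reporter HEK293 cells expressing constitutive GLP-1R activity in DMEM + 10% Nu serum, 24 hr with compounds at 37 deg C, luminescence read after 12 min with detection reagent.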
TDP43 rescue – qHTS of TDP-43 Inhibitors; TDP-43 expressing yeast growth rescue, BacTiter-Glo, 24 h; Potency, µM (titrated, usually from 46.1 µM), for the others: at the highest dose growth rescue (activation), usual class: activators; 410,000 compounds, 1.8% hits; AID 652104, 2013; note: potency is the fitted concentration of half-maximal effect; % of control where 0% means no effect; nearly all actives have a fitted effect of over 50% in size
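Readout is BacTiter-Glo luminescence of cell growth, so inhibitors register as activators. TDP-43-expressing yeast at OD600=0.02 in galactose medium, after raffinose pregrowth to mid-log, were incubated with compound for 24 hr at 30 deg C.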
aSyn rescue – qHTS of alpha-syn Inhibitors. Yeast expressing alpha-synuclein, growth rescue, BacTiter-Glo, 24 h. Potency, µM (doses to about 46.1 µM), without a hit: at the highest dose growth rescue (activation), usual class: activators. 370,000 compounds, 0.14% hits. AID 652106, 2013; note: potency is the fitted concentration of half-maximal effect; % of control where 0% means no effect; nearly all actives have a fitted effect of over 65% in size
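Readout is rescue of growth in alpha-synuclein-expressing yeast, so inhibitors of toxicity appear as activators. Growth after 24 hr at 30 deg C in galactose medium is quantified by luminescence.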
PTHR1 ag – qHTS for PTHR1 Agonists: Primary Screen. Parathyroid hormone/parathyroid hormone-related peptide receptor (Homo sapiens), Q03431. HEK293 GP2 PTHR1 cells, GloSensor cAMP luminescence, 1 h. 410,000 compounds, 0.075% hits. Potency, µM (series often up to 115 µM), for inactives: top-dose activation, usual class: activators. AID 743266, 2014; note: potency is the fitted concentration of half-maximal effect; nearly all actives have a fitted effect of over 55% in size; some results filed as inactive show a strong effect at the top dose; inactives centre near -15; many of its hits are not listed in these tables
Target sequence (Q03431 whole entry, looked up): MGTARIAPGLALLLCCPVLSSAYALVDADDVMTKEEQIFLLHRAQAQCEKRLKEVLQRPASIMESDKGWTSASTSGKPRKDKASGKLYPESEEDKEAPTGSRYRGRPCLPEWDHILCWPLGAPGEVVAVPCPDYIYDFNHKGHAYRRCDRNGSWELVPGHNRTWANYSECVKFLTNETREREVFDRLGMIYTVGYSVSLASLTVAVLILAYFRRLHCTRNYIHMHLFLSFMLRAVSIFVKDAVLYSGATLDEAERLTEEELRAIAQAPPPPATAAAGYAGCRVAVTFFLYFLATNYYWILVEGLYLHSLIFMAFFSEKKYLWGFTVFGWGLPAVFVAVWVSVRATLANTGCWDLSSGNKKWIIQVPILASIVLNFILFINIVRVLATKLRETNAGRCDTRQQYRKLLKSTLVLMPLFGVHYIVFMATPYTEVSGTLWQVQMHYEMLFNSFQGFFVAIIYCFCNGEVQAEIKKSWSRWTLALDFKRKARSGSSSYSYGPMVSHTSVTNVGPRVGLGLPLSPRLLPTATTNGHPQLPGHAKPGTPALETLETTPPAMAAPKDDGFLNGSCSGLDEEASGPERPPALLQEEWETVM
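HEK-293-derived GP2 cells expressing PTHR1 and a GloSensor cAMP reporter, 3,000/well, plated overnight, given luciferin plus IBMX (each 0.5 mM as added) for 1 h at 37 °C, then compound for 1 h at 37 °C. Luminescence was read after 15 min at room temperature.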
Active calls of the source: *; i = inactive; ? = inconclusive; . = no result given; & = joins results of further samples; [ ] = remark or other dose. Unless noted, calls come from the whole dose curve; as a rule, active = well fitted curve in the direction sought with a large enough effect; inconclusive = small, poorly fitted or top-dose-only effect, or another doubt; inactive = no such curve, though single readings can be large; an effect the other way counts as inactive or inconclusive.

structure	D3 antag	HEK293 tox	D3 ag	GLP-1R agonist	KB-V1 MDR tox	GLP-1R inv ag	TDP43 rescue	aSyn rescue	PTHR1 ag
Cc1ccc(CNc2oc(-c3ccc(COc4ccc(C)cc4)o3)nc2C#N)cc1	.	0%	8	.	-21%	11%	8%	.	-60%[inhibitor]
CCOC(=O)C1CCCN(C(=O)c2ccco2)C1 (stereo not given)	-3	2%	8	-1%	-8%	-1%	0%	1%	i
COC(=O)CSc1cccc2c1C(=O)CC2c1ccccc1 (stereo not given)	5	-1%	1	9%	3%	-4%	27%	6%	-17%
CCCS(=O)(=O)c1nc(C)cc(C)c1S(C)(=O)=O	-7	-4%	-10	0%	17%	2%	-8%	-2%	-6%
O=C(NCc1ccccc1)C(c1ccco1)N1CCN(C(=O)C2CCCO2)CC1 (stereo not given)	17	4%	4	.	-1%	23%	23%	0%	i
CSc1ccc(S(=O)(=O)Nc2ccc3c4c(cccc24)CC3)cc1	-17	2%	-40	9%	15µM*	-22%	14%	13µM*	i
CCOC(=O)c1cccc(NC(=O)CCc2nnc3ccc(N4CCN(C)CC4)nn23)c1	-7	-5%	-3	9%	7%	10%	-22%	-2%	i
COc1ccc(NC2CCCN(C(=O)CN3CCOC3=O)C2)cc1 (stereo not given)	4	-17%	3	8%	0%	0%	7%	1%	-21%
CCN(CC)S(=O)(=O)c1ccc(C(=O)Nc2ccc3c(c2)OCCO3)cc1	?	-7%	-5	-5%	-6%	0%	-18%	0%	22%[57.5 µM]
CC(=O)c1ccc(OCCCC(=O)n2nnc3ccccc32)cc1	-27	-9%	1	-11%	16%	4%	1%	11%	i
COc1ccc(CNC(=O)Cn2ccc3cc(S(=O)(=O)N4CCCCC4)ccc32)c(OC)c1	.	-9%	-4	.	-6%	-26%	18%	.	-14%
O=C(NCc1ccccc1)/C(=C\c1ccc(O)cc1)NC(=O)c1ccco1	-3	21%	-4	1%	.	11%	11%	-2%	11%
O=c1c2ccccc2c(=O)n(-c2ccccc2)n1CCCCBr	6	0%	21	12%	-20%	54%[activator]	18%	3%	-12%
CN(C)CCCNC(=O)C[C@H]1C[C@H](C(=O)N2CCCCC2)[C@@]2(C)c3[nH]c4ccc(Cl)cc4c3CCN2C1=O	6	7%	-44	15%	0%	?	17%	2%	-7%
Cn1nc(C(=O)NC(C)(C)C)c2ccccc21	6	-1%	2	7%	-26%	12%	0%	3%	-11%
CC1CN(C(=O)c2cccn(Cc3c(Cl)cccc3Cl)c2=O)CC(C)O1 (stereo not given)	-7	4%	-4	4%	-18%	-3%	-21%	0%	13%
CCN1CCN(C(c2cc3cccc(C)c3[nH]c2=O)c2nnnn2Cc2ccccc2)CC1 (stereo not given)	12	-1%	1	6%	-6%	-1%	17%	-1%	-23%
Cc1cccc(OCC(=O)Nc2ccncc2)c1	2	2%	4	6%	7%	15%	-6%	0%	i
CC(=O)Nc1ccc(-c2csc(NC(C)c3ccccc3)n2)cc1 (stereo not given)	25	-8%	-12	18%	0%	7%	-9%[0.397 µM]	4%	i
Cc1ccccc1NC(=O)c1ccc2nccnc2c1	-12	-1%	0	-1%	4%	14%	-1%	-1%	-49%[inhibitor]
COc1cc(CN2CCCC(C(=O)N3CCc4ccccc4C3)C2)cc(OC)c1OC (stereo not given)	-70*	-22%	-17	-5%	2%	?	-6%	2%	10%
COc1ccc(S(=O)(=O)Nc2nnc(Cc3ccc(OC)c(OC)c3)s2)cc1	4	-10%	2	10%	4%	35%[activator]	-14%	-3%	-4%
CC(=O)c1ccc(S(=O)(=O)N(CCCO)Cc2cc3cc4c(cc3[nH]c2=O)OCCO4)cc1	-3	-2%	-6	17%	-1%	42%[activator]	-18%	-1%	-4%
Fc1ccc(CNc2nc3ccc(Cl)cc3n3nnnc23)cc1	.	7%	-3	.	-4%	13%	-11%	.	-28%
Cn1c(=O)n(C)c2cc(N3CCCCC3)c(NC(=O)c3ccc(C(C)(C)C)cc3)cc21	.	-11%	-3	.	?	-11%	?	.	i
O=C1NC(=S)N/C1=C/c1ccc2ccccc2c1	-2	2%	0	-5%	?	3%	13%	4%	-30%[inhibitor]
C/C(=N\NC(=O)c1ccncc1)C12CC3CC(CC(C3)C1)C2	27	-13%	3	-1%	-22%	-3%	27%	2%	i
CC(=O)Nc1cccc(-n2nnc(SCC(N)=O)n2)c1	-8	1%	1	-1%	1%	1%	4%	-7%	i
CC1CCN(C(=O)c2ccc3c(c2)N(Cc2ccccc2F)C(=O)c2ccccc2S3(=O)=O)CC1	.	5%	1	1%	6%	3%	4%	.	-33%[inhibitor]
Fc1ccccc1N1CCN(C(c2ccnc3ccccc23)c2nnnn2-c2ccc3c(c2)OCCO3)CC1 (stereo not given)	5	-2%	6	1%	?	?	5%	8%	-10%
COc1ccc(-c2cc(C(=O)NCC(c3ccccc3)N(C)C)c3ccccc3n2)cc1OC (stereo not given)	?	-22%	-16	?	-27%	?	-11%	5%	-4%
Cc1ccc(-c2csc(NC(=O)c3ccc(Br)cc3)c2C(=O)O)cc1	-4	-18%	3	9%	-29%	1%	-44%[inhibitor]	9%	-28%
O=Cc1ccc(N2CCCC2)c([N+](=O)[O-])c1	9	-9%	1	11%	11%	-1%	7%	12%	i
CCC(=O)NNC(=O)CCC(=O)Nc1ccc(C)cc1C	5	4%	-5	3%	1%	22%	-15%	-9%	i
CCCOc1ccc(C2CC(=O)NC2=O)cc1 (stereo not given)	9	3%	7	6%	24%	3%	-14%	-7%	i
COc1cccc(C(=O)N2CCC(n3nccc3NC(=O)C3CCOC3)CC2)c1 (stereo not given)	23	9%	22	1%	.	-2%	25%	0%	-1%
O=S(=O)(c1ccc(SCc2ccccc2)nc1)N1CCCCC1	-6	4%	-4	6%	6%	7%	-17%	-1%	?
CCc1nc2ccc(C(=O)N3CCN(c4ccccc4)CC3)cc2nc1CC	3	-1%&-17%	7&-6	-4%	-15%&-8%	?	?	8%	-15%&-13%
CCCCN(c1ccccc1)c1ncnc2c1cnn2-c1ccc(Cl)cc1	.	1%	-8	.	3%	?	21%	.	-16%
CCC(C(=O)Nc1cccc(C#N)c1)n1c(=O)c(-c2ccccc2NC(C)=O)nc2ccccc21 (stereo not given)	.	-21%	-13	.	-16%	?	-8%	.	14%
N#Cc1c(-n2cccc2)cccc1-n1cccc1	-15	2%	-12	10%	?	51%[activator]	4%	0%	i
Cc1nn(-c2ccccc2)c2sc(C(=O)N3CCOCC3)cc12	0	-11%	-9	14%	-21%	-4%	26%	7%	-3%[57.5 µM]
Cn1c(=O)c2c([nH]c(=O)n2Cc2ccc(Cl)cc2Cl)n(C)c1=O	.	-9%	0	-1%	13%	-7%	5%	.	-10%
Cc1ccc2oc(=O)n(Cc3ccccc3Cl)c2c1	.	1%	-16	.	-21%	?	22%	.	10%
CN(CC(=O)NC1CCCC1)S(=O)(=O)c1cnc[nH]1	-10	0%	-8	-1%	?	6%	-13%	0%	i
CCOC(=O)c1ccc(Cn2c(-c3ccccc3)nnc2-c2ccccc2)o1	11	-5%	7	?	?	?	17%	-2%	-8%
Cc1ccc(NNc2c(C)nc3ccccc3nc2=O)cc1	7	-16%	-3	6%	2%	?	-22%	11%	i
CC(NC(=O)COC(=O)c1cc2ccccc2cc1O)c1ccccc1 (stereo not given)	2	-10%	4	5%	-15%	?	-3%	-11%	-31%[inhibitor]
CCOC(=O)c1sc2nc[nH]c(=O)c2c1C	-7	-2%	4	0%	?	60%[activator]	16%	-5%	i
Cc1ccccc1NC(=O)CCc1c(C)nn(-c2ccc(N3CCOCC3)nn2)c1C	-1	-1%	-6	-5%	3%	21%	-2%	10%	?

Remaining list, next part:
structure	D3 antag	HEK293 tox	D3 ag	GLP-1R agonist	KB-V1 MDR tox	GLP-1R inv ag	TDP43 rescue	aSyn rescue	PTHR1 ag
CC(NC(=O)Cn1cccc1)c1ccccc1 (stereo not given)	1	3%	-4	3%	-7%	-6%	-13%	-4%	-13%
C=CCC[C@@H](Cc1ccc(F)cc1)C(=O)OC[C@H](C)NC(=O)[C@@H](CC=C)CC(=O)N(CCO)Cc1ccccc1	-5	-17%	-6	5%	0%	?	7%	8%	i
O=C(O)c1ccc(/C=N/Nc2ccc(Cl)nn2)cc1	4	-4%	1	8%	-19%	2%	-12%	-1%	-8%
CC(=O)NCc1ccc(S(=O)(=O)NC2CCN(Cc3ccccc3)CC2)cc1	-11	0%	-19	1%	?	3%	-9%	-6%	i
Cc1cc(NC(=O)CN(C)CC(=O)Nc2ccc(Cl)c(C(F)(F)F)c2)no1	-21	-7%	-9	-1%	0%	?	-3%	-2%	-44%[inhibitor]
C[C@@H](C(=O)Nc1cccc(S(=O)(=O)N2CCOCC2)c1)N1C(=O)C2CC=CCC2C1=O (stereo not given in full)	4	-5%	8	2%	0%	8%	-7%	0%	i
O=C(CCCN=C1NS(=O)(=O)c2ccccc21)Nc1ccc(Cl)cc1	-2	-5%	-1	-8%	4%	?	22%	1%	i
Cc1onc(-c2ccccc2Cl)c1C(=O)N(C)Cc1ccccc1	-14	11%	-12	10%	-6%	?	-3%	16%	i

Not all compounds are listed, so the mix of outcomes need not match the whole.
